RGS7-Gao reg: modulates binding of RGS7 to human Galphao; Multiplexed bead flow cytometry; actives lie on both sides; binding response (% of control), % at 10 µM; 220,000 compounds, 0.35% hits; in the data active = binding response below about 49% or above about 150%; inconclusive = no clear call, values can overlap the other calls; inactive = in between;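 note: fluorescent Galphao held in activated GDP-AlF4 state binding bead-coupled RGS7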
Target sequence (P09471 whole entry, looked up): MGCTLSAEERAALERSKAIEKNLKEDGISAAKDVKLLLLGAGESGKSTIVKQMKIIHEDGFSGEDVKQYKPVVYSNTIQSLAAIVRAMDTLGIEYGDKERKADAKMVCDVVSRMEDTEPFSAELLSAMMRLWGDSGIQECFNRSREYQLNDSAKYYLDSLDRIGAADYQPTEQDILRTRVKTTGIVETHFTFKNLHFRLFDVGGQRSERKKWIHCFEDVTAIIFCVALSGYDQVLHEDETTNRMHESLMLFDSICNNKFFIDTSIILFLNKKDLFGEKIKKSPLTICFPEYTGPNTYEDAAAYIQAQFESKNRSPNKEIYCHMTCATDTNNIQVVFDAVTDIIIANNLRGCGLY
Avidin fluor: compound fluoresces at 488/530 nm on avidin beads; compound fluorescence 488/530 nm, flow cytometry; active compounds read high; fluorescence (KMESF) at 10 µM; 220,000 compounds, 0.38% hits; AID 1775; in the data active = fluorescence above about 47; note: inactives centre near 10
RGS4-Gao reg: human RGS4-Galphao interaction regulation; P09471; Multiplexed bead flow cytometry, RGS4-Galphao binding; actives lie on both sides; binding response (% of control), % at 10 µM; 220,000 compounds, 0.33% hits; AID 1415; in the data active = binding response below about 49% or above about 150%; inactive = in between;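 note: fluorescent Galphao activated with aluminum fluoride binding bead-coupled RGS4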
* marks the source's active call; other numbers are inactive results; u = inconclusive; x = not tested or not shown.

Second line of a record – RGS7-Gao reg, Avidin fluor, RGS4-Gao reg
> CC(=O)Nc1sc(N/N=C/c2ccccc2)nc1-c1ccc(C)cc1
→ u, 3, 101
> O=C(c1ccc(Cl)cc1)N1CCc2c([nH]c3ccccc23)C1C(F)(F)F (configuration not stated)
→ u, 3, 107
> CC1(C)OC(=O)C(=CNNc2c(Cl)cc(Cl)cc2Cl)C(=O)O1
→ u, 5, 98
> Cc1oc(C(N)=O)nc1-c1ccccc1
→ u, 5, 100
> NC(=S)NC1CC2CC1C1C=CCC21 (configuration not stated)
→ u, 3, 100
> CCCn1cnc2cc(NCc3cccs3)ccc21
→ u, 8, 99
> CN(C)c1cc[n+](CC(=O)Nc2ccc(OC(F)F)cc2)cc1
→ u, 8, 74
> CC(=O)c1sc(=S)n(-c2ccccc2)c1C
→ u, 6, 99
> CC(C)OC(=O)/C(C#N)=C/c1cn(C)c2ccccc12
→ u, 8, 94
> COc1ccc(NC(=O)COc2ccc3oc(=O)cc(C)c3c2)cc1
→ u, 7, 97
> O=C(O)C1(c2ccccc2)CCN(S(=O)(=O)c2ccc(Cl)s2)CC1
→ u, 2, 100
> O=C(c1c(F)cccc1F)N1CCN=C1SCc1ccccc1
→ u, 7, 103
> Cc1ccc(NC(=S)Nc2ccc(S(=O)(=O)Nc3ncccn3)cc2)c(C)c1
→ u, 8, 99
> COc1ccccc1C1CCN(Cc2c(C)[nH]c3ccccc23)CC1
→ u, 6, 96
> Cc1ccccc1C(=O)Nc1ccc(-c2nnc(SC(C)C(=O)O)n2C)cc1 (configuration not stated)
→ x, 5, 106
> COc1cccc(C(=O)NN2CC(O)=C(c3nc(C)cs3)C2=N)c1
→ u, 19, 103
> COC(=O)c1ccc(C2=NOC(C)(c3sc(-c4ccccc4)nc3C)C2)cc1 (configuration not stated)
→ u, 7, 97
> N#CC1(c2ccccc2)CCC(=O)N1c1ccccc1 (configuration not stated)
→ u, 6, 109
> O=C(CSc1ccc2ccccc2c1)N1CCN(c2ccc(O)cc2)CC1
→ u, 3, 94
> Cc1oc(C(C)(C)C)cc1C(=O)N1CCN(C(c2ccccc2)c2ccccc2)CC1
→ u, 2, 102
> O=S(=O)(Nc1nc(SCc2ccc(Cl)cc2)n[nH]1)c1ccc(F)cc1
→ u, 8, 91
> O=C(c1ccc(F)cc1)N1CCC(c2ccccc2)C1 (configuration not stated)
→ u, 6, 95
> CCN(CC)C(=O)CN1C(=O)/C(=C/c2ccccc2)SC1=S
→ u, 8, 89
> CC1CN(S(=O)(=O)c2cccc(C(F)(F)F)c2)CC(C)O1 (configuration not stated)
→ u, 5, 101
> Cc1ccc(-c2noc(-c3ccccc3C(=O)NCc3ccco3)n2)cc1
→ u, 3, 82
> O=C(NCCCn1ccnc1)c1ccc(Cl)cc1
→ u, 7, 95
> Clc1cccc(Nc2nc(-c3ccncc3)nc3ccccc23)c1
→ u, 3, 110
> O=C(NCc1ccco1)c1ccc(-c2csnn2)cc1
→ u, 3, 96
> N#C/C(=C\c1ccc(-c2ccc([N+](=O)[O-])cc2)o1)C(=O)Nc1nc(-c2cccs2)cs1
→ u, 7, 103
> O=[N+]([O-])c1cc(C(F)(F)F)cc([N+](=O)[O-])c1NCCNC(=S)Nc1ccc(Cl)c(Cl)c1
→ u, 5, 107
> CCCCCCOc1ccc(N2C(=O)CC(NCc3ccc(S(N)(=O)=O)cc3)C2=O)cc1 (configuration not stated)
→ u, 8, 93
> O=C(O)C1CCC(NSc2ccccc2[N+](=O)[O-])CC1 (configuration not stated)
→ u, 5, 97
> CN(C)C(=S)Nc1ccc(Br)c(Cl)c1
→ u, 4, 98
> Cc1ccnn1CC(=O)N/N=C/c1cn[nH]c1-c1ccccc1
→ u, 7, 103
> COc1cc2c(C#N)c(N3CCCC3)nc(N)c2c(N)n1
→ u, 8, 100
> CC(C)Nc1nc(NNc2nc(Cl)nc(NC(C)(C)C)n2)nc(NC(C)C)n1
→ u, 4, 101
> N#C/C(C(N)=O)=C1/SC=C(c2ccccc2)N1c1ccccc1
→ u, 5, 97
> CC(C)n1cnc2cc(NCc3ccccc3O)ccc21
→ u, 4, 96
> COc1ccccc1NC(=O)CCc1c(C)nc2c(-c3ccc(F)cc3)c(C)nn2c1C
→ u, 10, 98
> CCNc1nc(NCC)nc(OCC(=O)O)n1
→ u, 6, 101
> c1ccc(Oc2c3ccccc3nc3ccccc23)cc1
→ u, 7, 98
> O=C(O)CSc1ccnc2cc(Cl)ccc12
→ u, 8, 103
> CC(C)=C(NC(=O)c1ccccc1Br)C(=O)NCCc1nc2ccccc2[nH]1
→ u, 8, 99
> O=C(NC1CC1)C1=C[C@@H](c2ccccc2)C[C@@H](OCc2ccc(CO)cc2)O1
→ u, 9, 106
> c1ccc(-c2csc(-c3ccc(-c4csnn4)cc3)n2)cc1
→ u, 6, 103
> CN1c2ccc(Cl)cc2C(=O)NC1C1CC=CCC1 (configuration not stated)
→ u, 4, 99
> Cc1ccc(Cl)cc1NC(=S)NN
→ u, 7, 99
> O=C(NC(C(=O)N/N=C/c1cccnc1)c1n[nH]c(=O)c2ccccc12)c1ccccc1 (configuration not stated)
→ u, 8, 103
> COc1ccc(/C=N/OC(=O)Nc2ccc(Cl)cc2)c(OC)c1
→ u, 7, 104
> CN(Cc1ccccc1Cl)C(=O)c1cnccc1C(F)(F)F
→ u, 7, 102
> O=Cc1ccc(O)c2ncccc12
→ u, 8, 99
> Nc1c(C(=O)N/N=C/c2cccnc2)oc2nc(-c3ccccc3)cc(-c3ccco3)c12
→ u, 16, 115
> CCCN(CCC)CC(=O)N1CC(=O)Nc2ccccc21
→ u, 11, 111
> CCN(CC)C(=O)c1cc(Cl)ccc1NC(=O)c1ccco1
→ u, 9, 107
> O=C(CN1C(=O)c2ccccc2C1=O)Nc1ccccc1N1CCOCC1
→ u, 4, 94
> S=c1[nH]nc(-c2ccc3ccccc3n2)n1-c1ccc2c(c1)OCCO2
→ u, 8, 104
> COc1cc2c(cc1OC)C(c1cccs1)N(C(=O)c1cccc(S(=O)(=O)N(C)C)c1)CC2 (configuration not stated)
→ u, 6, 107
> O=C(CN1CCN(Cc2ccccc2F)C1=O)NCC1CCCO1 (configuration not stated)
→ u, 7, 94
> C(=N\NCc1ccccc1)/c1ccc2ncccc2c1
→ u, 5, 101
> O=[N+]([O-])c1ccccc1/C=C/C=N/n1c(-c2ccccc2F)n[nH]c1=S
→ u, 5, 99

Continuation.
Second line of a record – RGS7-Gao reg, Avidin fluor, RGS4-Gao reg
> O=C1N=C(N2CCc3ccccc3C2)S/C1=C\c1ccc(O)cc1
→ u, 9, 109
> COc1ccccc1N1CCN(CC(=O)c2c[nH]c3ccccc23)CC1
→ u, 3, 89
> O=C(NCCCN1CCOCC1)c1ccc2c(c1)N(Cc1ccccc1)CCS2
→ u, 5, 102
> O=C(NC(=O)c1ccccc1N1CCCCC1)Nc1ccc(Br)cc1
→ u, 4, 98
> CNc1ccc([N+](=O)[O-])cc1C(=O)O
→ u, 13, 116
> CC#CC[N+](C)(C)CCCCCCCC
→ u, 9, 96
> Clc1ccc(CO/N=C/c2cccs2)cc1
→ u, 5, 89
> CCOC(=O)N1CCC(NC(=O)CCCC(=O)O)CC1
→ u, 15, 94
> C=CCNC(=S)N1CCN(CCNC2=CC(=O)CC(C)(C)C2)CC1
→ u, 3, 98
> C/C(=N\NC(=O)C(=O)Nc1c(C)n(C)n(-c2ccccc2)c1=O)c1ccncc1
→ u, 11, 112
> N/C(=N\OC(=O)Cc1cccs1)c1ccc(Cl)cc1
→ u, 6, 87
> CC1(C)Cc2c(C#N)c(NCCN3CCOCC3)nc(-c3ccccc3)c2CO1
→ u, 9, 102
> O=C(Nc1nnc(COc2ccccc2)s1)Nc1ccccc1F
→ u, 7, 100
> S=c1[nH]nc(-c2ccco2)n1/N=C/c1ccccc1
→ u, 5, 95
> COc1ccccc1C1CCN(C(=O)c2ccco2)CC1
→ u, 7, 96
> Cc1ccc(NC(=O)CN(C)Cc2cc(=O)n3ccsc3n2)cc1
→ u, 14, 99
> C/C(=N\NC(=O)c1cccc(S(=O)(=O)N2CCOCC2)c1)c1cc2ccccc2o1
→ u, 7, 89
> COc1ccc(/C=N/Nc2nc(=O)[nH]nc2C)cc1OC
→ u, 5, 95
> O=C1c2ccc3c4c(ccc(c24)C(=O)N1c1cccc(O)c1)C(=O)N(c1cccc(O)c1)C3=O
→ u, 8, 103
> O=C(COc1cccnc1[N+](=O)[O-])Nc1ccc2c(c1)CCC2
→ u, 7, 100
> Cc1sc(NC(=O)CN2CCOCC2)c(C#N)c1C
→ u, 8, 105
> NC(=O)COC(=O)c1cc(-c2ccco2)nc2ccccc12
→ u, 7, 101
> Cc1ccc(C2c3c(oc4ccccc4c3=O)C(=O)N2c2nncs2)cc1 (configuration not stated)
→ u, 6, 101
> Cc1oc(S(=O)(=O)N2CCCCC2)cc1NC(=O)Nc1ccc(Cl)cc1
→ u, 5, 98
> Cc1cc(C)c(O)c(C2(O)C(=O)c3ccccc3C2=O)c1
→ u, 5, 95
> COc1cc(C=C2C(=O)c3ccccc3C2=O)cc(OC)c1
→ u, 7, 98
> COC(=O)CCC(=O)OC1(C)C(=O)C2=CN(CC3CC3)C(c3ccc(OC)cc3)=CC2=C(Br)C1=O (configuration not stated)
→ u, 8, 93
> O=C(COc1ccccc1[N+](=O)[O-])Nc1ccc(Br)cc1
→ u, 7, 133
> N#C/C(=N\Nc1ccc([N+](=O)[O-])cc1)C(=N)N1CCOCC1
→ u, 6, 117
> CCCCOc1ccc(N=Nc2ccc(N)nc2N)cn1
→ u, 12, 108
> CCn1nc(C)c(/C=N/NC(=O)CSc2ccccn2)c1C
→ u, 8, 97
> C/C(=N\Nc1cccc([N+](=O)[O-])c1)c1cc(F)ccc1O
→ u, 4, 95
> COc1cccc(OC)c1C(=O)NC(=O)Nc1c(F)cc(F)cc1F
→ u, 7, 98
> COc1ccccc1C1CC(c2ccccc2)=NN1S(=O)(=O)c1ccccc1 (configuration not stated)
→ u, 4, 86
> C=C(C)COc1ccc(-c2[nH]ncc2Oc2ccc(OC)cc2)c(O)c1
→ u, 5, 103
> COc1ccc(-c2nc(N)c(C#N)c(-c3cccnc3)c2C)cc1
→ u, 7, 95
> O=C(COC(=O)c1cc(S(=O)(=O)N2CCCC2)ccc1O)Nc1ccc(S(=O)(=O)N2CCOCC2)cc1
→ u, 6, 98
> O=c1c2[nH]c3cccc(Cl)c3c2ncn1CC1CCCO1 (configuration not stated)
→ u, 4, 107
> O=C(N/N=C/c1cccc([N+](=O)[O-])c1)c1nc2ccccc2c(=O)[nH]1
→ u, 6, 106
> O=C(CSc1ncn[nH]1)N1CCCCC1
→ u, 11, 97
> COC(=O)c1cc(C(=O)c2cc(F)ccc2O)cn2c(=O)c3c(C)c(C)sc3nc12
→ u, 6, 103
> COc1ccc(NC(=S)NNC(=S)Nc2cccc(C(F)(F)F)c2)cc1
→ u, 6, 104
> O=C1/C(=C/c2ccncc2)SC(=S)N1Cc1ccccc1
→ u, 5, 85
> CCN(CC)Cc1c(O)ccc2c1O/C(=C\C=C\c1ccccc1)C2=O
→ u, 9, 106
> O=S(=O)(NCc1csc(-c2cccs2)n1)c1cccs1
→ u, 7, 99
> Cc1csc(Nc2ccc(C(=O)O)cc2)n1
→ u, 4, 105
> COc1ccc(N=Nc2ccc(O)c(P(=O)(c3ccccc3)c3ccccc3)c2)cc1
→ u, 7, 101
> COc1ccccc1N1CC(C)(C)C(=O)N(C(=O)c2ccc(C)cc2)C1=S
→ u, 12, 100
> CCOC(=O)C1=NNC(C(=O)c2ccccc2)C1c1ccc(C)cc1 (configuration not stated)
→ u, 10, 103
> CCC(CC)NCCOC(=O)c1ccc([N+](=O)[O-])cc1
→ u, 9, 105
> CC[C@@H](C)C(C(=O)N1CCN(C(=O)OC(C)(C)C)CC1)n1cc(-c2cn([C@@H](C)C(=O)N3CCN(C(=O)OC(C)(C)C)CC3)nn2)nn1 (some centres not stated)
→ u, 16, 107
> CCC1=C2CC[C@H]3C(=O)NC(=O)[C@H]3[C@H]2[C@@]2(Cc3ccccc3)C(=NCC(=O)OC)OC(=O)N2C1=O
→ u, 7, 83
> Cc1ccc(CN2CCN(/N=C/C(Br)=C\c3ccccc3)CC2)cc1
→ u, 8, 100
> Cc1cccn2c(=O)c3cc(C(=O)NCc4ccco4)c(=N)n(CCc4ccccc4)c3nc12
→ u, 5, 74
> Cc1ccc(S(=O)(=O)N2CCOCC2)cc1NC(=O)c1cc(-c2ccccn2)nc2ccccc12
→ u, 6, 102
> O=C(NNC(=S)Nc1ccc(F)cc1)[C@H]1C[C@@H]1c1ccccc1
→ u, 4, 107
> COc1ccccc1CNC(=O)C(=O)NCC1OCCN1S(=O)(=O)c1cccs1 (configuration not stated)
→ u, 7, 91
> CCOC(=O)C1CCN(C(=O)Nc2cc(Cl)cc(Cl)c2)CC1
→ u, 7, 104
> Cc1nc(Cl)c(Cl)n1CCOc1ccccc1
→ u, -2, -14*
> O=S(=O)(Nc1cccc(CCc2ccccn2)c1)c1ccc(Cl)cc1
→ u, 6, 106

(continued)
Second line of a record – RGS7-Gao reg, Avidin fluor, RGS4-Gao reg
> CCOC1CCc2c(C)nc(N)nc2S1 (configuration not stated)
→ u, 6, 102
> CC(/C=N/NC(=O)c1cc(-c2cccn2C)n[nH]1)=C\c1ccccc1
→ u, 9, 99
> CCN(CC)C(=O)Cc1ccccc1
→ u, 7, 104
> COc1cc(/C=N/n2c(-c3n[nH]c4c3CCC4)n[nH]c2=S)cc(OC)c1O
→ u, 8, 100

Sorted by the number under RGS4-Gao reg (descending): 3 of the compounds above
Second line of a record – RGS7-Gao reg, Avidin fluor, RGS4-Gao reg
> Cc1sc(NC(=O)CN2CCOCC2)c(C#N)c1C
→ u, 8, 105
> O=C1c2ccc3c4c(ccc(c24)C(=O)N1c1cccc(O)c1)C(=O)N(c1cccc(O)c1)C3=O
→ u, 8, 103
> CC#CC[N+](C)(C)CCCCCCCC
→ u, 9, 96

Screens as filed in PubChem BioAssay.

A portion of the library; the hit share may differ from the screen's.
